Bioassay records from PubChem BioAssay.
RGS4 act = potentiators or activators of RGS4. HEK293 M3R/inducible RGS4, carbachol calcium flux Fluo4; hits give low values. B-score at 10 µM. 0.92% of 310,000 active;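 active means B-score of the integrated calcium signal more than 4 SD below the library mean, with starting fluorescence not abnormally high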;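 further: negative B-score means reduced calcium response which marks RGS4 activation or potentiation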
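Material: Inducible-RGS4 HEK293 cells carrying M3 receptor; also added: carbachol at ECmax as muscarinic agonist stimulus; incubation: compound preincubation 20 min at room temperature before agonist; signal: Fluo4-AM (2 µM) calcium-flux fluorescence, kinetic read; measure: integrated calcium ratio converted to B score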
ANO1 activ = activators or potentiators of mouse TMEM16A chloride channel; Q8BHY3; HEK293 TMEM16A/YFP-H148Q/I152L, iodide quench fluorescence; hits give low values; B-score at 10 µM; 0.3% of 340,000 active;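 active means fluorescence-ratio B-score plate-corrected deviation score at least 3 library SD below zero, with starting fluorescence score within 5 deviations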;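 further: channel opened by trigger with iodide after compound preincubation; score built on the fluorescence ratio of max minus min over baseline; more negative score means more quench and so TMEM16A activation or potentiation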
Target sequence (Q8BHY3 whole entry, looked up): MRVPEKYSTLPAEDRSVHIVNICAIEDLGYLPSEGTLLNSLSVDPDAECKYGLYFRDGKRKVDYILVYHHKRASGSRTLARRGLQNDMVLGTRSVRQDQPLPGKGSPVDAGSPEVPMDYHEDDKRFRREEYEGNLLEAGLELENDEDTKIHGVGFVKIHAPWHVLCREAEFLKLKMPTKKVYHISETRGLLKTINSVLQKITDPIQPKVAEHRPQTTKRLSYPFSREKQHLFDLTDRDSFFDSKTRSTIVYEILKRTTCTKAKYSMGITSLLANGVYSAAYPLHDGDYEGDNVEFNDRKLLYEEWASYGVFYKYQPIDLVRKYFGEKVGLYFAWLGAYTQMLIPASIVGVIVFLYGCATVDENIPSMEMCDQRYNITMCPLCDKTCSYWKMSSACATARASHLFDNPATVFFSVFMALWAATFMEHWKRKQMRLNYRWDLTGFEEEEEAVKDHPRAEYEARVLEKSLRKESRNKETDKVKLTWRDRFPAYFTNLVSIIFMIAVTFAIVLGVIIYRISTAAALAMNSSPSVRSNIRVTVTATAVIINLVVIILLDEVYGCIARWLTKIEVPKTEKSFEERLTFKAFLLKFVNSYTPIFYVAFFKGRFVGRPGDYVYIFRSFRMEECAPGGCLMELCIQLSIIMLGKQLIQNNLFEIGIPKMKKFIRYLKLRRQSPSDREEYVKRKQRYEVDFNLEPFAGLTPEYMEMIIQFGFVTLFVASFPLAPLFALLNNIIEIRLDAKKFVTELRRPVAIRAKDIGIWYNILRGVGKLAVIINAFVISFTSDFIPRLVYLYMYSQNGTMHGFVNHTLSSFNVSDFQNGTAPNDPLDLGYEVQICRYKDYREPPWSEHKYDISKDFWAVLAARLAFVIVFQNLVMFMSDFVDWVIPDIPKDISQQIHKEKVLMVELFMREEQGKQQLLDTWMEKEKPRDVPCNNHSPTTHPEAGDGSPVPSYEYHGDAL
SKKanGAS inh = SKKanGAS growth inhibition; inhibition, % at 7.5 µM; 1.3% of 300,000 active; S. pyogenes SKKanGAS, kanamycin growth, BacTiter-Glo, 6 h;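 active means mean replicate score, as percent of positive control median, at least 50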;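 further: strain carries kanamycin resistance gene driven by streptokinase promoter and grows in 40 µg/ml kanamycin; loss of luminescence reflects streptokinase promoter inhibition or plain growth inhibition; 0% = median of DMSO wells and 100% = positive control at its reference dose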
TMEM16A inh = inhibitors of mouse TMEM16A calcium-activated chloride channel | Q8BHY3 | HEK293 TMEM16A/YFP iodide influx fluorescence, ionomycin | normalized B-score (activity score, 25-100; higher = stronger inhibition) at 10 µM | 1.2% of 310,000 active | AID 588511;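 active means ratio plate-corrected score three or more library SD toward inhibition, starting fluorescence score within five deviations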;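 further: score derived from kinetic fluorescence span divided by baseline fluorescence per well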
KCNQ1 block = inhibitors of human KCNQ1 potassium channel; B-score at 10 µM; 1.3% of 310,000 active; CHO-K1 KCNQ1, FluxOR thallium flux fluorescence; hits give high values;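 active means compounds whose thallium flux B-score, printed positive for inhibition, exceeds three library SD while starting fluorescence stays within three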;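 further: channel opened by potassium depolarization with thallium stimulus after 20 min compound exposure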
KCNK3 inh = human KCNK3 channel inhibition, primary screen. O14649. CHO-KCNK3 thallium flux, FluxOR fluorescence; hits give low values. B-score at 10 µM. 0.84% of 340,000 active. AID 602410;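 active means B-score under library mean minus 4 SD, starting fluorescence ratio at most library mean plus 5 SD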;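 further: more negative B-score means stronger inhibition of thallium flux through KCNK3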
KCNK9 inh = blocks the human KCNK9 two-pore domain potassium channel | B-score at 10 µM | HEK293 KCNK9, FluxOR thallium flux fluorescence; hits give low values | 1.2% of 310,000 active | Q9NPC2;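 active means ratio B-score over 3 SD below the library mean, with starting fluorescence within 5 SD of its mean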;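 further: negative B-score means less thallium flux so channel inhibition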
hERG protect = compounds protecting human hERG from proarrhythmic drug block | CHO-hERG, FluxOR thallium flux, dofetilide IC70 present | activation (rescue from dofetilide block), less the hit threshold, % at 10 µM | 0.51% of 310,000 active | AID 1511;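 active means activation above the mean of controls blocked by dofetilide plus 5 SD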;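 further: thallium influx through hERG after potassium depolarization seen as dye fluorescence rise; in these data hits start at about 4.7%; inactives centre near -7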
RGS4 block = human RGS4 inhibition; HEK293 M3R/RGS4 inducible, Fluo-4 calcium flux; hits give high values; triggered by carbachol at its EC20; B-score at 10 µM; 0.45% of 310,000 active; AID 463165;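 active means B-score, a plate-corrected calcium signal, over three deviations above library mean, with baseline fluorescence within five deviations of library mean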;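 further: RGS4 expression induced by doxycycline in cells with stable M3 receptor; B-score is computed from the integrated fluorescence ratio over baseline after carbachol; higher B-score means a larger calcium signal and so more RGS4 inhibition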
HDAC3 inhib = inhibitors of human histone deacetylase 3; O15379; recombinant HDAC3, fluorogenic peptide/trypsin coupled, fluorescence; inhibition, % at 8.3 µM; 0.15% of 320,000 active; AID 2718; in the data active means inhibition above about 26%, passing the limit was not always enough
KCNQ1 pot = potentiators or activators of human KCNQ1 potassium channel; P51787; CHO-K1 KCNQ1, thallium flux FluxOR fluorescence; hits give high values; B-score at 10 µM; 0.35% of 310,000 active;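 active means fluorescence ratio B-score, a plate-corrected score, at least three library SD, with initial intensity B-score within 5 SD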
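assay system = CHO-K1 cells stably expressing KCNQ1 | medium = assay buffer, equal DMSO in all wells | timing = 37 °C overnight plating, 90-min dark dye load, 20-min compound pretreatment | measured by = kinetic FluxOR thallium fluorescence, 10-s 1-Hz baseline, 110-s post-stimulus read | measure = fluorescence change relative to baseline, converted to B score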
An asterisk follows results filed as active; i = inactive; x = no result given.

SMILES | RGS4 act | ANO1 activ | SKKanGAS inh | TMEM16A inh | KCNQ1 block | KCNK3 inh | KCNK9 inh | hERG protect | RGS4 block | HDAC3 inhib | KCNQ1 pot
CC(=O)c1cccc(NC(=O)NNC(=O)CCC(=O)Nc2ccc(C)c(C)c2)c1 | i | i | -4 | i | i | i | i | -2 | i | 3 | i
Cn1nc(C(F)(F)F)c(CN2CC(C)(C)C2=O)c1N1CCOCC1 | i | i | -5 | i | i | i | i | 5.0* | i | -8 | i
Cn1cc(CN2CCN(CC(C)(C)C)C(CCO)C2)c2ccccc21 (stereo not given) | i | i | -5 | i | i | i | i | -8 | i | 0 | i
CCN(CC)c1ccc(S(=O)(=O)N2CCOCC2)cc1NC(=O)COC(=O)c1ccco1 | i | i | 4 | i | i | i | i | -15 | i | x | i
CC1C/C(=N\NC(=O)CCc2ccc(S(=O)(=O)N3CCOCC3)cc2)CC(C)(C)C1 (stereo not given) | i | i | 7 | i | i | i | i | -6 | i | -1 | i
Cc1cc(C)n(/N=C/c2cccs2)c(=O)c1C#N | i | i | 1 | i | i | i | i | -12 | i | 1 | i
O=C(O)c1cccc(S(=O)(=O)NCCc2ccccc2)c1 | i | i | 4 | i | i | i | i | -7 | i | -4 | i
C=CCNc1nc(C)nc(OC)n1 | i | i | -4 | i | i | i | i | -5 | i | 5 | i
CC(=O)c1c(C(C)=O)c(C)n(C2CCCCC2)c1C | i | i | 2 | i | i | i | i | 0 | i | 3 | i
Cc1nc(SCn2nnc3ccccc3c2=O)nc(C)c1C | i | i | 6 | i | i | i | i | -10 | i | -2 | i
COc1ccccc1NC(=O)Cn1c(=O)n2nc(C)nc2c2ccccc21 | i | i | 4 | i | i | i | i | -7 | i | 5 | i
Cc1csc(=Nc2ccccc2)n1CCO | i | i | -1 | i | i | i | i | -5 | i | -3 | i
CCN(CC(=O)Nc1c(F)cccc1F)C(=O)/C=C/c1cn(Cc2ccccc2)nc1-c1cccnc1 | i | i | -2 | i | i | i | i | -7 | i | 3 | i
O=C(CSc1nnc2ccccn12)Nc1ccc2c(c1)OCO2 | i | i | 3 | i | i | i | i | -7 | i | 10 | i
O=C1C(=O)N(c2ccccn2)C(c2ccc(F)cc2)/C1=C(/O)c1ccc(Br)cc1 (stereo not given) | i | i | 6 | i | i | i | i | -14 | i | 6 | i
CC(=O)N1CCC2(CC1)C/C(=N\NC(=S)Nc1ccccc1C)c1cc(O)ccc1O2 | i | i | 15 | i | i | i | i | -17 | i | -4 | i
O=C(NCc1ccco1)Nc1ccc([N+](=O)[O-])cc1 | i | i | 7 | i | i | i | i | -21 | i | -4 | i
CC(C)Cn1cnc2c(c1=N)C(c1ccccc1)C1=C(CC(C)(C)CC1=O)O2 (stereo not given) | i | i | 9 | i | i | i | i | -14 | i | -1 | i
Cc1ccc(-n2nc(C)c3c(=O)[nH]c(C(F)(F)F)nc32)cc1 | i | x | 1 | i | i | x | i | -4 | i | -10 | i
S=c1[nH]nc(COc2ccccc2)n1/N=C/c1ccccn1 | i | i | 12 | i | i | i | i | -12 | i | 1 | i
O=C(N/N=C/c1cccc(Oc2ccccc2)c1)c1ccccc1Br | i | i | 3 | i | i | -12* | i | 1 | i | 5 | i
COc1ccc(/C=C2\SC(=O)N(CCNC(=O)C3CC(=O)N(c4ccccc4)C3)C2=O)cc1 (stereo not given) | i | i | 6 | i | i | i | i | -10 | i | 13 | i
O=C1c2ccccc2S(=O)(=O)N1CC(O)COc1ccc(Br)cc1 (stereo not given) | i | i | -4 | i | i | i | i | -23 | i | 2 | i
COc1ccc(CCNC(=O)CSc2nc3[nH]ncc3c(=O)n2-c2ccccc2OC)cc1OC | i | i | -1 | i | i | i | i | -10 | i | -1 | i
COC(=O)c1cc(NC(=O)c2c(-c3c(Cl)cccc3Cl)noc2C)ccc1N1CCOCC1 | i | i | -1 | i | i | i | i | -14 | i | 1 | i
O=C(CSc1nnc(C2CC2)n1Cc1ccccc1)Nc1cccnc1Cl | i | i | -2 | i | i | i | i | -6 | i | 2 | i
O=C(c1ccc2c(c1)OCCO2)C1CCN(S(=O)(=O)c2cccc(F)c2)CC1 | i | i | -6 | i | i | i | i | -8 | i | -5 | i
CCN(CC(=O)Nc1c(F)cccc1F)C(=O)c1ccc(N2CCCC2)c([N+](=O)[O-])c1 | i | i | -5 | i | i | i | i | -10 | i | 0 | i
O=S(=O)(c1cccc2c(S(=O)(=O)N3CCCC3)cccc12)N1CCCC1 | i | i | -2 | i | i | i | i | -5 | i | 1 | i
Cc1c(C)[n+](=O)c(-c2ccco2)c(C)n1[O-] | i | i | 5 | i | i | i | i | -8 | i | 5 | i
CCn1c(SCC(=O)Nc2nccs2)nnc1-c1cccnc1 | i | i | -1 | i | i | i | i | -8 | i | -6 | i
CC1CCCCN1C(=O)c1ccc(OC2CCN(S(=O)(=O)N(C)C)CC2)cc1 (stereo not given) | i | i | -8 | i | i | i | i | -18 | i | 1 | i
CC(=O)C(=Nc1ccc(Cl)cc1Cl)NNc1cccc(Cl)c1 | i | i | 52* | i | 10* | i | i | -9 | i | 1 | i
CC(=O)NCC1CCCN(C(=O)c2ccc(OC3CCN(Cc4ccccn4)CC3)cc2)C1 (stereo not given) | i | i | -1 | i | i | i | i | -13 | i | x | i
COc1cccc(CNC(=O)C2CCCN(S(=O)(=O)N3CC(C)CC(C)C3)C2)c1 (stereo not given) | i | i | -1 | i | i | i | i | -6 | i | 0 | i
CCC(C)c1ccc(O)c(NC(=S)NC(=O)c2cccnc2)c1 (stereo not given) | i | i | 39 | i | i | i | i | 3 | i | 0 | i
O=C(COC(=O)c1ccc([N+](=O)[O-])o1)Nc1cccc(S(=O)(=O)N2CCCCC2)c1 | i | i | 5 | i | i | i | i | -5 | i | 9 | i
Cc1cc(NC(=O)CSc2ccc3nnc(-c4ccccn4)n3n2)no1 | i | i | -5 | i | i | i | i | -6 | i | -4 | i
CC(=O)Nc1ccc(NC(=O)Cn2nc([N+](=O)[O-])c(Br)c2C)cc1 | i | i | -1 | i | i | i | i | -8 | i | 7 | i
COc1ccc(C=O)cc1CSc1ccccn1 | i | i | -13 | i | i | i | i | -13 | i | -3 | i
COC(=O)[C@@H](NC(=O)Nc1cccc(Br)c1)C(C)C | i | i | 4 | i | i | i | i | -7 | i | -3 | i
CC(=O)Nc1ccc(NC(=O)c2ccc3c(c2)C(=O)N(c2ccccc2C)C3=O)cc1 | i | i | -1 | i | i | i | i | -4 | i | 3 | i
COc1ccc(OC)c(NC(=O)CSc2ncnc3c2cnn3-c2ccccc2Cl)c1 | i | i | 25 | i | i | i | i | -20 | i | 5 | i
Cc1ccnc(NC(=O)CCC(=O)N(CC(=O)NCc2ccccc2)Cc2cccs2)c1 | i | i | -2 | i | i | i | i | -11 | i | 2 | i
Cc1cc(C)c2c(=O)[nH]c(SCc3ccccc3)nc2n1 | i | i | 9 | i | i | i | i | -8 | i | 0 | i
C=C(C)CN(CC)C(=O)CN1C(=O)NC2(CCCc3ccccc32)C1=O (stereo not given) | i | i | 6 | i | i | i | i | -8 | i | -1 | i
CC(NC(=O)Nc1ncccn1)(C(F)(F)F)C(F)(F)F | i | i | 7 | i | i | i | i | -1 | i | -4 | i
Cc1ccc(C(=O)N/N=C\c2cccn2C)cn1 | i | i | -6 | i | i | i | i | -8 | i | 8 | i
CN1CCN(C(=O)/C(=C\c2cccnc2)NC(=O)c2cccc(Br)c2)CC1 | i | i | -5 | i | i | i | i | -7 | i | 11 | i
CCn1cc(C(=O)N(C)c2ccc(OC)cc2OC)c2cc(OC)c(OC)cc2c1=O | i | i | -1 | i | i | i | i | -9 | i | 2 | i
[N-]=[N+]=NC[C@H](Cc1ccccc1)N1CCN(Cc2ccccc2)CCC1=O | i | i | 0 | i | i | i | i | -8 | i | 4 | i
O=C(NC1CC1)C1CCCN(C(=O)NC2CCCCC2)C1 (stereo not given) | i | i | 2 | i | i | i | i | 0 | i | 8 | i
CCCn1c(SCC(=O)N2CC(=O)Nc3ccccc32)nc2ccccc21 | i | i | 7 | i | i | i | i | -10 | i | 4 | i
C=CCOC(=O)C1=C(C)Nc2nnnn2C1c1cccc(OC)c1OC (stereo not given) | i | i | -2 | i | i | i | i | -4 | i | 0 | i
CCOC(=O)C1(C)NC(c2ccc(OC)cc2OC)C2C(=O)N(c3cccc(OC)c3)C(=O)C21 (stereo not given) | i | i | -1 | i | i | i | i | -14 | i | -3 | i
COCc1cc(C)nc(Sc2nc3c(c(=O)n(C)c(=O)n3C)n2C)c1C#N | i | x | 0 | x | i | i | i | -4 | i | x | i
COC(=O)c1c(NC(=O)c2ccc(N(C)S(=O)(=O)c3ccc(C)cc3)cc2)sc2c1CCCC2 | i | i | -1 | i | i | i | i | -9 | i | -6 | i
COc1c(C)cc(Br)cc1C(=O)Nc1cccc(NC(=O)c2ccco2)c1 | i | i | 26 | i | i | -11* | -11* | -15 | i | 10 | i
O=C1C2C3C=CC(C2C(=O)N1c1ccc(O)cc1)C1C2C(=O)N(c4ccc(O)cc4)C(=O)C2C31 (stereo not given) | i | i | -2 | i | i | i | i | -12 | i | x | i
CN(C(=O)c1cccc(NC(=O)Cc2ccccc2)c1)c1ccccc1 | i | i | -3 | i | i | i | i | -9 | i | -11 | i

Next records.
SMILES | RGS4 act | ANO1 activ | SKKanGAS inh | TMEM16A inh | KCNQ1 block | KCNK3 inh | KCNK9 inh | hERG protect | RGS4 block | HDAC3 inhib | KCNQ1 pot
Cc1cc(C)c(S(=O)(=O)N2CCCCC2CCNC(=O)C(=O)NCC2CCCO2)c(C)c1 (stereo not given) | i | i | -15 | i | i | i | i | -16 | i | -4 | i
Cc1[nH]c(=S)c(C#N)c(C)c1CCC#N | i | i | -10 | i | i | i | i | -10 | i | 15 | i
CCC(/C=N/Nc1ccc(S(=O)(=O)N2CCCC2)cc1[N+](=O)[O-])CC | i | i | 7 | i | i | i | i | -5 | i | -6 | i
COc1ccc(OCc2cc(C(=O)N[C@H]3CCCCNC3=O)no2)c(Cl)c1 | i | i | 7 | i | i | i | i | -10 | i | 8 | i
COc1ccc(CCNC(=O)Cn2c(=O)n(CCCC(=O)NCc3ccco3)c(=O)c3sccc32)cc1OC | i | i | 0 | i | i | i | i | -11 | i | 4 | i
